Screens as filed in PubChem BioAssay.
ERp5 block: ERp5 (human) disulfide isomerase inhibition. Q15084. 350,000 compounds, 0.05% hits. ERp5 insulin aggregation, absorbance 650 nm, 90 min. inhibition, % at 9.99 µM;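 active = mean replicate inhibition above about 25%, with every replicate also reaching it, limit read from the data, passing the limit was not always enough; inconclusive = only one of those two criteria met; inactive = neither criterion met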
Target sequence (Q15084 whole entry, looked up): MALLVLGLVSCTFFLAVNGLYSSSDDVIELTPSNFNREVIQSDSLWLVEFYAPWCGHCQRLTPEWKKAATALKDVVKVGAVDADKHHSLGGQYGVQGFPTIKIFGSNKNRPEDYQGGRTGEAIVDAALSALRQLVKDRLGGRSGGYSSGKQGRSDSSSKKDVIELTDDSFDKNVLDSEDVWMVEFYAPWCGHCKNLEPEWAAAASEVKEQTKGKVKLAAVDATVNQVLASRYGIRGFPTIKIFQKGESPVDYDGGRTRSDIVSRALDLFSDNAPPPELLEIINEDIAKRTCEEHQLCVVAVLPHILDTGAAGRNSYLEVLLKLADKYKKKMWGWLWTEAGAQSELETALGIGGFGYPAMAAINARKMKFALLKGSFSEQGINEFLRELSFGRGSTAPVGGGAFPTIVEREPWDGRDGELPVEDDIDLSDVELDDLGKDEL
CFTR F508del cor: CFTR F508del correction in bronchial cells; CFBE cells, YFP halide quenching; stimulated with forskolin plus potentiator P3; % fluorescence drop versus neutral controls; AID 720511; activity (quench increase), % at 7.58 µM; 350,000 compounds, 0.36% hits;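 active = mean added fluorescence quench of at least 8% versus neutral control, with both replicates also reaching 8%; inconclusive = only one of the mean or replicate conditions met; inactive = mean below 8% and not both replicates reaching 8%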;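 note: cells transiently co-express mutant CFTR-F508del with the halide-sensitive YFP; corrector assay measuring rescue of mutant channel to the surface after 24 h compound exposure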
SIRT5 inh: inhibitors of human sirtuin-5 desuccinylase; Purified SirT5, succinyl-peptide AMC, trypsin-coupled fluorescence; inhibition, % at 15 µM; 330,000 compounds, 1.1% hits; AID 652115; in the data active = inhibition above about 15%; inconclusive = no clear call, values can overlap the other calls
Target sequence (Q9NXA8 whole entry, looked up): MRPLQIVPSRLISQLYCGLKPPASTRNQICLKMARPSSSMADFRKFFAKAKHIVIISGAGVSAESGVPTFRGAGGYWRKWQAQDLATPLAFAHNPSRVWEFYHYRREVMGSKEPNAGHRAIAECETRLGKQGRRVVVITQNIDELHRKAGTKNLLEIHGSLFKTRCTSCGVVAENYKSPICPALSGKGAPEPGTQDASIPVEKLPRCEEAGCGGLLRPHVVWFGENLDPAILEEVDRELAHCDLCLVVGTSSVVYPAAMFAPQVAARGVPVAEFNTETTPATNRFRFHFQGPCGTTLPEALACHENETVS
miR-122 sensor: inhibitors of miR-122 in Huh7 cells; Huh7 miR-122 Renilla luciferase sensor, 48 h; neutral wells = 0, positive control = 100; activation (reporter increase), % at 12.5 µM; 340,000 compounds, 0.3% hits; AID 602342;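 active = mean replicate activation score at least 90 and every replicate individually at or above 90; inconclusive = only one of the two criteria met; inactive = neither criterion met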;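 note: higher luciferase means less miR-122 activity so hits act as miR-122 inhibitors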
DENV2 CPE: inhibitors of DENV2 cytopathic effect; DENV2-infected cells, cytopathic effect rescue, plate reader; CPE inhibition, % at 9.99 µM; 350,000 compounds, 1.7% hits; AID 651640; in the data active = CPE inhibition above about 20%, passing the limit was not always enough; inconclusive = no clear call, values can overlap the other calls; tested in BHK-21 cells;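 note: 0% = median of neutral control wells and 100% = median of positive control wells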
CASP6 VEID inh: blocks human caspase-6 cleavage activity; purified caspase-6, Z-VEID-R110 cleavage fluorescence; 350,000 compounds, 0.53% hits; inhibition, % at 12.5 µM; P55212;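 active = mean inhibition across replicates at least about 35%, with every replicate also reaching that limit, limit read from the data; inconclusive = only one of the two criteria met; inactive = neither criterion met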;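 note: 0% = median of neutral control wells and 100% = no fluorescence left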
Target sequence (P55212 24-179 limits assumed): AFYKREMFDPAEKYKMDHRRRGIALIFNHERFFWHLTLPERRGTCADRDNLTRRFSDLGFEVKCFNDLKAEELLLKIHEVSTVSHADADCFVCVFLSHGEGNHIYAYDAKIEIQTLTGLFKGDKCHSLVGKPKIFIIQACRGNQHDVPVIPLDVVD
Target sequence (P55212 194-293 limits assumed): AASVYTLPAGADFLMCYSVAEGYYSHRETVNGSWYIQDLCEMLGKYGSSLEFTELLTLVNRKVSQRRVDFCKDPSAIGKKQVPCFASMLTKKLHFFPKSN
ERAP1 inh: ERAP1 (human) enzyme inhibition; AID 652197; recombinant ERAP1, Leu-AMC fluorescence, 60 min; 340,000 compounds, 0.15% hits; Q9NZ08; inhibition, % at 10.7 µM;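 active = mean replicate inhibition of at least 30%, or all replicates individually reaching that 30% level; inactive = mean below 30% and not every replicate reaching it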;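 note: 0% = neutral control wells and 100% = L-leucinethiol positive control wells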
* = called active by the depositor; ? = inconclusive; nt = not tested or not shown; & = joins results of further samples; ! = repeats disagree; [ ] = dose if it differs, or a comment.

SMILES	ERp5 block	CFTR F508del cor	SIRT5 inh	miR-122 sensor	DENV2 CPE	CASP6 VEID inh	ERAP1 inh
COc1ccc(C2=Nc3ccccc3NC(=O)C2N(C(=O)c2ccnc3ccccc23)c2ccccc2)cc1 (configuration not stated)	2	-7.5	0	-13	-13	-2	0
NC(=O)c1nsc(C(=O)N(c2ccc(Cl)cc2)C(C(=O)NCC2CCCO2)c2cccs2)c1N (configuration not stated)	-2	1.8	-2	nt	7	nt	4
O=C(COc1ccc(S(=O)(=O)NC2CCCC2)cc1)NCC1CCCO1 (configuration not stated)	4	-0.9	-3	nt	-6	0	-5
O=C(Nc1ccc(S(=O)(=O)Nc2nccs2)cc1)c1ccc(F)cc1	0	-1.4	-3	-1	-3	5	4
CNC[C@@H]1OCCCC[C@@H](C)Oc2ccc(NS(=O)(=O)c3ccc(OC)cc3)cc2C(=O)N([C@H](C)CO)C[C@@H]1C	-2	0.2	-1	-3[16.7 µM]	-3	-1	0
COc1ccc(NC(=O)C/C(C)=N/NC(=O)c2cnccn2)cc1	-1	0.3	3	nt	6	3	-2
Cc1ccccc1C(=O)NCC(=O)OC1CCCCC1=O (configuration not stated)	7	-0.8	-2	5	-3	-2	1
COc1ccc(S(=O)(=O)Nc2ccc3c(c2)C(=O)N([C@@H](C)CO)C[C@@H](C)[C@H](CN(C)C)OCCCC[C@@H](C)O3)cc1	-2	1.6	-3	-11[16.7 µM]	2	0	-1
Cc1cccc(-c2ccc([C@H]3[C@H]4CN(S(=O)(=O)c5cccs5)CCCCN4[C@H]3CO)cc2)c1	-9	-3.9	0	-3[16.7 µM]	-1	-1	-1
CCN(C(=O)COC(=O)CCOc1ccc(C(C)(C)C)cc1)c1c(N)n(Cc2ccccc2)c(=O)[nH]c1=O	-1	-1.7	-4	nt	3	-4	-1
CCCCn1c(N)c(N(CC(C)C)C(=O)CCCc2nc3ccccc3s2)c(=O)[nH]c1=O	0	-0.9	-2	nt	1	1	0
COC(=O)c1csc(S(=O)(=O)N2CCOCC2)c1OC	5	-2.8	-3	1	-4	0	1
CC[C@@H](C)[C@H](C(CC(=O)N1CCCC1[C@@H](OC)[C@H](C)C(=O)N[C@H](Cc1ccccc1)c1nccs1)OC)N(C)C(=O)[C@H](NC(=O)[C@@H](C(C)C)N(C)C)C(C)C (some centres not stated)	4	0.6	nt	32	-10	-1	-2
N#Cc1ccc(-c2nc3ccc(Br)cn3c2Cc2cccc(Cl)c2)cc1	-2	0.0	-10	3	-7	2	-4
O=C(Nc1ccc(F)cc1)c1cc2c(s1)CCCC2	2	-1.0	1	2	-2	-5	nt
CC[C@]1(C(=O)OC)[C@H]2C(=O)N(Cc3ccccc3)C(=O)[C@H]2[C@H]2CN=C(SCc3ccc(C(=O)OC)cc3)N21	1	-0.4	-5	3	-1	1	0
Cn1nc([N+](=O)[O-])nc1Sc1nnnn1-c1cccc(C(=O)O)c1	0	-4.0	0	-5	10	1	-3
O=S(=O)(c1cccnc1)N1CCn2cccc2C1c1ccccc1F (configuration not stated)	2	-1.0	10	-4	0	3	4
COCCNC(=O)C[C@@H]1C[C@@H]2c3cc(NS(C)(=O)=O)ccc3O[C@@H]2[C@@H](CO)O1	3	-3.5	-1	-3[16.7 µM]	2	-6	0
Cc1nc(C)c(C(=O)N2CCCC(CCC(=O)NCc3ccc(F)c(F)c3)C2)s1 (configuration not stated)	7	2.5	1	nt	-2	-4	2
COc1ccc(C2=NN(C(=O)CCC(=O)O)C(c3ccc(Br)cc3)C2)cc1 (configuration not stated)	1	2.2	-1	-2	-2	1	-5
O=c1c2cc(NC(=S)N3CCC(N4CCCCC4)CC3)ccc2nc2n1CCCCC2	-5	-1.6	-1	6	2	-1	nt
O=C(CCc1nnc(CCCc2ccccc2)o1)NCCN1CCOC1=O	-1	1.1	-2	nt	-3	0	1
CC1CCN(C(=O)CCNC(=O)c2ccccc2Cl)CC1	1	3.3	0	3	-7	-16	-3
CC(=O)N/C(=C\c1ccccc1)C(=O)OCCCOC(=O)/C(=C/c1ccccc1)NC(C)=O	10	1.3	1	-5	16	1	-1

Next section:
SMILES	ERp5 block	CFTR F508del cor	SIRT5 inh	miR-122 sensor	DENV2 CPE	CASP6 VEID inh	ERAP1 inh
O=C(C1CCCC1)N1CCCCN2[C@H](CO)[C@H](c3ccc(C4=CCCC4)cc3)[C@@H]2C1	-6	0.8	-4	-3[16.7 µM]	-7	-16	-1
CCOC(=O)CN1C(=O)C(CC)Oc2ccccc21 (configuration not stated)	-3	0.1	-1	-2	-1	17	1
Cc1nc(N2CCCCC2C)c2c(C)c(C(=O)Nc3ccccc3C(F)(F)F)sc2n1 (configuration not stated)	0	nt	-8	3	-11	0	-1
CNC(=S)NNC(=O)c1oc2nc(-c3ccccc3)cc(C)c2c1N	-3	-1.4	4	nt	6	2	4
COc1cccc(-c2nc(CS(=O)(=O)CC(=O)Nc3cccc(C(C)=O)c3)c(C)o2)c1	-3	-1.9	-2	nt	0	7	4
Cn1cnc(S(=O)(=O)N2C[C@@H](O)COC[C@H]3O[C@@H](CC(=O)NCc4cccc(F)c4)CC[C@@H]32)c1	0	1.5	1	1[16.7 µM]	-2	-1	2
CCCN1[C@H](C(=O)NC2Cc3ccccc3C2)[C@@H](CO)[C@@H]2Cn3c(ccc(C4=CCCCC4)c3=O)[C@@H]21	6	nt	0	nt	1	6	6
O=C(CN(C(=O)c1ccccc1)N1C(=O)CCC1=O)c1cccs1	-1	-0.1	1	-2	-16	1	0
CCOc1ccc2c(c1)C(=O)c1cc(OCC(=O)O)ccc1-2	0	-0.2	0	-7	1	2	2
CC[C@@H](C)[C@H](NC(=O)Cc1c(C)c2c(cc(C)c3c(C)coc32)oc1=O)C(=O)O	1	3.0	-21	2	7	12	21
CCCNC(=O)C[C@H]1CC[C@@H]2[C@H](COc3ccc(NS(=O)(=O)CC)cc3C(=O)N2C)O1	-3	-0.8	-1	-1[16.7 µM]	-4	0	-1
CCc1noc(C)c1C(=O)N(C)CC(=O)Nc1ccc(Br)cc1C	7	-0.2	0	-4	-3	-5	-4
Cc1ccc(OCC(=O)N2CCN(S(=O)(=O)c3ccc(Cl)s3)CC2)cc1C	-7	6.6	-2	nt	-2	3	-2
O=C(c1cccc(S(=O)(=O)N2CCOCC2)c1)N(Cc1ccc(F)cc1)Cc1ccco1	4	-0.6	-2	nt	-3	2	0
Cc1nn(-c2ccc(N3CCCCC3)nn2)c(C)c1CCC(=O)Nc1ccc(F)c(F)c1	nt	2.4	10	-1	?	-1	2
COCCNC(=O)C1C(=O)Nc2ccccc2C(=O)N1C1CCCC1 (configuration not stated)	-2	0.1	-3	nt	?	0	nt
Cc1cccc(NC(=S)NCCN(C2CCCCC2)C2CCCC2)c1	-2	2.3	-2	5	1	1	-1
C[C@@H]1CCCCO[C@H](CN(C)C(=O)CCC(F)(F)F)[C@H](C)CN([C@@H](C)CO)C(=O)c2cc(NS(=O)(=O)c3ccc(Cl)cc3)ccc2O1	4&6	2.6&1.1	17*!	-9[16.7 µM]	0&3	1&-2	-1&1
COC(=O)c1ccccc1NC(=O)CSc1nc(N)cc(=O)[nH]1	4	-0.9	2	nt	-7	6	1
C[C@H]1CN([C@@H](C)CO)C(=O)c2cc(NC(=O)Cc3ccccc3)ccc2O[C@@H]1CN(C)S(=O)(=O)c1ccc(F)cc1	-1	-0.3	4	-3[16.7 µM]	-1	2	-1
CC1CCN(C(=O)CCCl)c2ccccc21 (configuration not stated)	2	1.8	5	-1	-3	-4	-1
COc1ccc(N2CC(C(=O)N3CCN(C(=O)c4ccco4)CC3)CC2=O)cc1 (configuration not stated)	4	-4.9	-3	nt	1	nt	5
Cc1ccc(CNC(=O)c2cccnc2Sc2cccc(Cl)c2)cc1	6	-3.3	-1	-7	4	0	2
C[C@H](CO)N1C[C@H](C)[C@@H](CN(C)S(=O)(=O)c2cccs2)OCc2cn(nn2)CCCC1=O	0&-5	0.7&2.9	1&1	-4	?	-2&-1	-1&-4
Cc1ccc(-c2ccc3c(c2)O[C@@H](CN(C)C(=O)CN(C)C)[C@H](C)CN([C@H](C)CO)S3(=O)=O)cc1	2	-3.1	-1	-3[16.7 µM]	-2	-2	0

The list continues.
SMILES	ERp5 block	CFTR F508del cor	SIRT5 inh	miR-122 sensor	DENV2 CPE	CASP6 VEID inh	ERAP1 inh
O=S(=O)(NCc1cn2ccccc2n1)c1cccs1	-2	-1.0	-7	4	-5	-1	nt
C[C@@H]1CN([C@@H](C)CO)C(=O)CCCn2cc(nn2)CO[C@@H]1CN(C)Cc1ccc(-c2ccccc2)cc1	-2	0.2	-2	5[16.7 µM]	-4	-5	1
Cc1ccc(C(=O)CSc2nnc(COc3ccccc3)o2)cc1	-2	0.1	1	nt	-1	5	2
Cn1nc(C(F)(F)F)cc1Oc1ncc(C(F)(F)F)cc1Cl	10	1.0	9	nt	4	11	10
NC1=NS(=O)(=O)NC1c1ccc(Br)cc1 (configuration not stated)	3	4.4	-2	-8	-1	-1	-3
O=C(Cc1ccsc1)NCC(=O)Nc1ccccc1Br	0	0.9	-4	-7	2	-2	-3
COc1ccc(NC(=O)N(C)C[C@H]2Oc3c(NC(=O)Nc4cccc5ccccc45)cccc3C(=O)N([C@@H](C)CO)C[C@H]2C)cc1	-3	-1.1	-2	nt	18	4	-1
COc1ccc(N(CC(=O)NCc2ccccc2)C(=O)Cn2nnc(-c3ccccc3F)n2)cc1OC	-8	0.4	-3	nt	-2	0	-2
CCOc1ccc(C2C3=C(CCCC3=O)N(CC(=O)O)C3=C2C(=O)CCC3)cc1	6	2.8	-9	-3	0	21	18
O=[N+]([O-])c1ccc2c(c1)nnn2-c1ccccc1	-4	-0.5	-2	-3	5	0	1
CC(=O)c1sc(NC(=O)CCc2ccccc2)nc1C	13	0.4	nt	-4	-7	-2	0
CCOc1ccc(CCNC(=O)c2ccc(CS(=O)Cc3ccccc3Cl)o2)cc1 (configuration not stated)	0	-4.5	-2	-2	10	-1	3
CO[C@H]1CN(C)C(=O)c2ccc(NS(=O)(=O)c3ccc(-c4ccccc4)cc3)cc2OC[C@@H](C)NC[C@H]1C	6	-2.0	nt	nt	-7	-1	-2
COC(=O)c1c(NC(=O)CCNCc2ccco2)sc2c1CCC2	-3	-0.2	1	-1	1	-5	nt
CCc1sc(N(C(=O)Cc2ccccc2)c2ccccc2F)nc1-c1ccc(C)cc1	2	2.7	-4	nt	-3	-2	0
O=C(Nc1ccc(S(=O)(=O)NC2CCCCC2)cc1)c1ccco1	-2	-0.8	-2	69	2	-2	0
COc1ccc(C2=NN(C)C(=NCc3ccccc3)SC2)cc1	2	-2.9	-2	17	nt	-2	0
CC(C(=O)NC(C)(C)C)n1c(C(c2ccccc2)c2ccccc2)nc2ccccc21 (configuration not stated)	-2	0.7	-2	nt	-13	2	-5
O=C(C[C@H]1CC[C@H]2[C@@H](COC[C@H](O)CN2Cc2cc(F)ccc2F)O1)N[C@H]1CCN(Cc2ccccc2)C1	1	-0.8	-2	-7[16.7 µM]	0	-16	-2
C[C@@H]1CN([C@@H](C)CO)C(=O)Cc2cc(NS(=O)(=O)c3ccc(F)cc3)ccc2O[C@H]1CN(C)C(=O)NC1CCCCC1	-1	-1.1	1	-3[16.7 µM]	?	0	1
O=C(Cc1ccccc1)N1C[C@@H]2[C@H](c3ccccc31)[C@@H](CO)N2C(=O)C1CCOCC1	-5	4.7	0	13[16.7 µM]	-9	-1	-1
C[C@H]1CN([C@@H](C)CO)S(=O)(=O)c2ccc(C#CC3(O)CCCC3)cc2O[C@H]1CN(C)C(=O)c1ccccc1	-2	1.9	-2	-6[16.7 µM]	-1	0	1
